Screens as filed in PubChem.
TTR transcr act – TTR transcription activation, primary screen; SH-SY5Y TTR promoter Gaussia luciferase, luminescence; 100% = recombinant luciferase protein wells; activation, % at 16.7 µM; 1.3% of 92,000 active;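 active = activation above the mean of all tested compounds plus 3 SD, cut at about 9.5% in these data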;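 note: cells exposed to compounds for one day before reading; 0% = median of all test compound wells on the plate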
* hit, by the source's call. Not all compounds are listed (hit frequency here may not be typical).

molecule	TTR transcr act
COc1ccc(C(=O)O/N=C(/C)c2cccs2)cc1	-1.4
O=c1cc(O)n(-c2ccccc2F)c(=S)[nH]1	4.8
CCc1c(O)nc2sc3ccccc3n2c1=O	-1.0
CCn1c(=O)[nH]c2cc(C(=O)Nc3cc(C)cc(C)c3)ccc2c1=O	1.4
O=C(CN1N=C(c2ccccc2)CCC1=O)NCc1ccccc1	-2.1
O=C(O)c1cc(NC(=O)c2ccc3c(c2)C(=O)N(Cc2ccccc2)C3=O)cc(C(=O)O)c1	0.9
COCCNC(=O)c1cc(-c2ccccc2)nn1Cc1cc(C)no1	3.3
CC12CN3CC(C)(CN(C1)C3c1ccc(Cl)cc1Cl)C2O (stereo not given)	-1.6
COc1ccc2c3c([nH]c2c1)[C@]1(CCNC=O)Nc2ccccc2C1=NCC3	0.4
O=c1[nH][nH]c(=O)c2c1[nH]c(=S)n2Cc1ccccc1	0.0
COc1ccc2[nH]c3c(c2c1)CCN[C@]31C(=O)N(Cc2ccccc2)c2ccccc21	1.1
Cc1cc(C)n(-c2nc(O)cc(=O)[nH]2)n1	1.1
CCc1nc2ccc(C(=O)Nc3cccc(NS(C)(=O)=O)c3)cn2c1N(CC)Cc1cccc(Br)c1	-0.4
CCc1nc(SCc2nc3ccccc3[nH]2)c2oc3ccccc3c2n1	-2.0
Cc1cccc(-c2c(NC(=O)c3ccco3)oc3ccc(Cl)cc3c2=O)c1	-7.0
CC(=O)c1ccc(NC(=O)COC(=O)C2CC3C=CC2C3)cc1 (stereo not given)	3.4
COc1ccc(C(CC(=O)O)NC(=O)COc2ccccc2)cc1 (stereo not given)	0.3
O=C(NCCc1ccccc1)c1cnc2sccn2c1=O	-1.2
C/C=N/N(c1ccccc1)c1ccccc1	-0.5
COc1ccc(C[C@H]2CN3C(=NC[C@@H]3C(C)C)N2C[C@H](C)NC(=O)c2ccc(C)c(Br)c2)cc1	0.5
CCOC(=O)c1c(C)[nH]c(C)c1C(=O)COC(=O)C1CC(=O)N(CCc2ccccc2)C1 (stereo not given)	0.6
COc1ccc(NC(=O)N2CCCCCC2)c(OC)c1	1.6
COc1ccc(C2=CCCCCC2)cc1OC	-0.2
c1ccc(CNC23CC4CC(CC(C4)C2)C3)nc1	-0.7
Cc1cc(Cl)c(S(=O)(=O)N2CCSCC2)cc1OCC(N)=O	3.8
CCC1=NN(C(=O)Cc2ccc([N+](=O)[O-])cc2)C(O)(C(F)(F)F)C1 (stereo not given)	2.5
COc1ccc(CNC(=O)[C@@H]2CC=C[C@@H]3CCN(C4CCCCC4)C(=O)[C@@H]32)cc1	0.6
Cc1oc(=O)c(NC(=O)c2ccc(Cl)cc2)cc1C(=O)c1ccccc1	-2.9
COc1ccccc1C(=O)N(CCC1CCCN1C)c1nc2ccccc2s1 (stereo not given)	0.8
CCCSC1=N/C(=C/c2ccsc2)C(=O)N1c1ccccc1	0.7
Cc1ccc(C2N(c3ccc(Cl)c(Cl)c3)C(=O)C3CCCN32)o1 (stereo not given)	-1.0
CC(=O)Cn1ncc(N2CCOCC2)cc1=O	-1.0
C[C@@H]1C[C@H]2O[C@@H]2/C=C\C=C\C(=O)Cc2cc(O)cc(O)c2C(=O)O1	-3.1
C=CCNc1cc(C)oc(=O)c1C(=O)CC	1.4
CC(C)CN(C(=O)CN1CCN(c2ccc(O)cc2)CC1)c1c(N)n(CC(C)C)c(=O)[nH]c1=O	2.6
COc1ccc(NC(=S)N2CCN(C(=O)C3CCCO3)CC2)c(OC)c1 (stereo not given)	0.6
C=CCSC1=N/C(=C\C=C\c2ccco2)C(=O)S1	-0.5
c1ccc(CN2CCOCCOCCOCCOCC2)cc1	0.9
COc1ccc(OCC(=O)Nc2ccc(S(=O)(=O)N3CCCC3)cc2)cc1	1.8
O=C(Nc1ccc2ncccc2c1)c1ccccc1	0.6
COc1ccc2[nH]c3c(N4CCc5ccccc5C4)ncnc3c2c1	-6.2
Cc1ccc(C(=O)N2CCN(c3ccccn3)CC2)cc1[N+](=O)[O-]	-0.3
CCCC(=O)Nc1ccc(NC(=O)CCc2ccccc2)cn1	1.6
NS(=O)(=O)c1ccc(CCNC(=O)C(c2ccccc2)c2ccccc2)cc1	-0.1
O=C1C2C3C=CC(C4CC34)C2C(=O)N1/N=C/c1ccc(-c2cccc([N+](=O)[O-])c2)o1 (stereo not given)	2.7
C=CC[C@@H]1NN2C(=O)[C@@H](C)[C@@H]3c4ccccc4C=NN3[C@@H]2c2ccccc21	0.7
Cc1ccc(NC(=O)C2CC(=O)n3ncnc3N2)cc1C (stereo not given)	2.6
COc1ccc(C=O)cc1OC(=O)C1(C)Cc2ccccc2C(=O)O1 (stereo not given)	2.4
Cc1ccc(OCCNC(=O)c2ccccc2OCc2c(C)noc2C)cc1	-1.9
O=C(C1CCCCC1)N1C[C@H](n2cc(C3CC3)nn2)[C@@H](O)C[C@@H]1c1ccccc1	4.8
COc1ccc(C(=O)N2CCN(CCNC(=O)C(=O)Nc3ccc(F)cc3)CC2)cc1	0.6
O=c1[nH]nc(-c2ccc(F)cc2)cc1Cc1ccccc1	0.8
Cc1cc(CCN2CCC(=O)NC2=S)ccc1OC(C)C	-0.9
CCOc1ccc(Br)cc1/C=N/O	1.0
Cc1cnc(C(=O)OCC(=O)NC(=O)NC(C)C)cn1	4.6
CC(=C/c1ccc(C(C)C)cc1)/C=N/NC(=O)c1ccncc1	10*
COc1ccc(Cl)cc1-c1nc(-c2ccc(Br)o2)no1	0.2
CCOc1nc(SCCOc2ccc(Cl)cc2Cl)nc(N(C)C)n1	-0.1
COc1ccc(OCc2n[nH]c(=S)n2-c2ccc(C)cc2)cc1	-0.5
CC(NC(=O)C1CCC(C(C)(C)C)CC1)C(c1ccccc1)N1CCOCC1 (stereo not given)	2.3

A different layout for some results above:
O=C(C1CCCCC1)N1C[C@H](n2cc(C3CC3)nn2)[C@@H](O)C[C@@H]1c1ccccc1
  TTR transcr act: 4.8

COc1ccc(C(=O)N2CCN(CCNC(=O)C(=O)Nc3ccc(F)cc3)CC2)cc1
  TTR transcr act: 0.6

O=c1[nH]nc(-c2ccc(F)cc2)cc1Cc1ccccc1
  TTR transcr act: 0.8

Next structures.
molecule	TTR transcr act
CC(=O)c1c(C)[nH]c(C(=O)OCC(=O)NCCc2ccc(Cl)cc2)c1C	-3.8
COc1cc(/C=C2\SC(=S)N(CC(=O)Nc3cccnc3)C2=O)cc(OC)c1OC	1.0
Cc1ccc(S(=O)(=O)N2CCCCC2)cc1C(=O)NCc1ccncc1	-0.2
CN1CCS/C1=C/C=C1\SC(=S)N(CC(=O)O)C1=O	-3.6
CCc1cc(C(=O)O)c(NC(=O)/C=C/c2ccc(OC)cc2)s1	-3.1
COCC(C)n1c(SCC(=O)NC(=O)NC2CCCC2)nc2ccccc2c1=O (stereo not given)	-0.2
Cc1ccc(C(=O)N(CC(=O)NC2CCCCC2)c2ccccc2C)s1	-5.4
CCOc1ccc2[nH]c3c(N4CCN(C(=O)c5ccco5)CC4)ncnc3c2c1	-2.4
CCCCNc1c(-c2ccc(OC)c(SC(C)CC)c2)nc2ccc(C)cn12 (stereo not given)	-12
CC(=O)Nc1ccc(S(=O)(=O)N(C)CC(=O)OC(C)C(=O)NC2CCCCC2)cc1 (stereo not given)	1.5
C/C(=N/NC(=O)c1ccc2c(c1)OCCO2)c1ccc([N+](=O)[O-])cc1	0.5
CN(Cc1ccccc1)c1nc(N)nc(Cl)c1C=O	-2.2
COc1ccc(CN(C(=O)c2cc3ccccc3oc2=O)C2CCS(=O)(=O)C2)cc1 (stereo not given)	-0.6
C/C(=N\O)c1ccc2c(c1)OCCO2	1.0
Cc1nnc(NC(=O)C2CCN(S(=O)(=O)c3ccc(Cl)cc3)CC2)s1	2.1
O=C(c1ccc(Cl)s1)N1CCOCC1	8.4
Cc1cccc(-n2c(SCC(=O)NCC3CCCO3)nc3ccccc3c2=O)c1C (stereo not given)	-0.7
COc1cc(/C=N/NC(=O)c2cccnc2)ccc1OCC(=O)Nc1ccc(C)cc1	1.0
Cc1ccc(OCC(=O)Oc2cccc(C)c2)cc1	4.9
N#CCc1ccc(NC(=O)c2ccc(CN3CCc4ccccc4C3)cc2)cc1	-3.4
Cn1c(NCCCO)nc2ccccc21	0.6
C[C@H](NC(=O)C1CC(=O)N(c2ccc3c(c2)OCO3)C1)C(=O)NC1CCCCC1 (stereo not given in full)	-0.7
CCc1nc(Sc2nnnn2-c2ccccc2)c2c3c(sc2n1)CCCC3	-0.5
O=C(N/C(=C/c1ccco1)C(=O)N1CCOCC1)c1cccs1	-0.7
CC(=NNC(=O)COc1cccc(C)c1)c1cccnc1	1.5
CS(=O)(=O)Nc1ccc(C2=NN(C(=O)C3CCCCC3)C(c3cccs3)C2)cc1 (stereo not given)	1.2
CCOC(=O)N1CCN(C(=O)c2cccc(S(=O)(=O)Nc3ccc(Br)cc3)c2)CC1	-0.5
CC(C)Cc1nc2sc3c(=O)n(N)cnc3c2c2c1COC(C)(C)C2	-0.3
O=C(NCc1ccccc1F)C1CCCN1S(=O)(=O)c1ccc(F)cc1 (stereo not given)	-2.3
O=S(=O)(c1cccc(Br)c1)N1CCN(S(=O)(=O)c2ccc3c(c2)OCCO3)CC1	2.9
O=C(C1CCC1)n1ccc2ccc(-c3ccc4ccn(Cc5ccccc5)c4c3)cc21	-1.5
CCOC(=O)c1sc2nc(-c3ccco3)c3c(c2c1N)CC(C)(C)OC3	-2.7
Clc1ccc(-c2ccc(C=Nc3ccc(N4CCOCC4)cc3)o2)c(Cl)c1	-1.1
COC(=O)[C@]12C[C@H](CC(=O)N3CCN(C(=O)c4ccco4)CC3)C(=O)N(Cc3ccco3)C1=C[C@H](C1CCCC1)O[C@@H]2C	-0.5
CCN(CC)c1cc(C(F)(F)F)nc(-c2ccccn2)n1	-1.4
COc1cc2c(cc1OC)C(c1ccccc1Cl)N(C)CC2 (stereo not given)	-0.6
COc1ccc(/C=c2/sc3n(c2=O)C(c2ccccc2OC)C2=C(N=3)c3ccccc3CC2)cc1O (stereo not given)	-4.3
O=C(Cc1ccccc1)Nc1ccc2c(c1)C(=O)N(CC1CCCO1)C2=O (stereo not given)	-2.0
COc1ccc(S(=O)(=O)Nc2cccc3c2O[C@H](CN(C)C(=O)Nc2ccc4c(c2)OCO4)[C@@H](C)CN([C@H](C)CO)C3=O)cc1	0.6
Cc1ccc(OCCOC(=O)c2cccc(S(=O)(=O)N3CC(C)OC(C)C3)c2)cc1 (stereo not given)	-3.0
COc1ccc(N(C)S(=O)(=O)c2cccc(C(=O)OCC(=O)Nc3sc4c(c3C#N)CCCCC4)c2)cc1	0.3
COc1ccc(-c2c3c(nc4sc5c(=O)[nH]c(C)nc5c24)CCC3)cc1	16*
CCC(C)(C)n1nnnc1C(c1cc2cc(C)cc(C)c2[nH]c1=O)N1CCCC1 (stereo not given)	-2.2
COc1cc2c(c(OC)c1)C(c1cccc(OC)c1OC)CC(=O)N2 (stereo not given)	-0.5
COc1ccccc1NC(=O)c1ccc2c(=O)n3c(nc2c1)CCC3	1.2
Cn1c(=O)c2sccc2n(Cc2ccc(Br)cc2)c1=O	-1.6
COC(=O)[C@@]12CCCCC=C1N(CCc1ccc(Cl)cc1)C(=O)[C@H]2CC(=O)NCc1cccc2ccccc12	-1.2
CCOC(=O)N1CCC(N2CCCC(C(=O)c3cc(F)ccc3OC)C2)CC1 (stereo not given)	0.4

Rewritten with each value named: 3 of the compounds above
> Cc1cccc(-c2c(NC(=O)c3ccco3)oc3ccc(Cl)cc3c2=O)c1
  TTR transcr act: -7.0
> CCCC(=O)Nc1ccc(NC(=O)CCc2ccccc2)cn1
  TTR transcr act: 1.6
> CC(C)CN(C(=O)CN1CCN(c2ccc(O)cc2)CC1)c1c(N)n(CC(C)C)c(=O)[nH]c1=O
  TTR transcr act: 2.6

More results.
molecule	TTR transcr act
O=C1NC(c2ccc3c(c2)OCO3)Oc2ccccc21 (stereo not given)	2.9
CC(C)C1C(=O)N(Cc2cn(CCC3OCCCO3)nn2)CCS(=O)(=O)N1Cc1ccc(-c2ccc(Cl)nc2)cc1 (stereo not given)	0.0
NC(Cc1c[nH]c2ccccc12)C(=O)NCc1ccccc1 (stereo not given)	-1.2
O=C(O)CC1(CC(=O)NCc2cc(F)cc3c2OCOC3)CCCCC1	-0.4
CC(=O)c1ccc(N2CCN(C(=O)CCCn3c(=O)[nH]c4ccsc4c3=O)CC2)cc1	-1.5
CC(C)CC1NC(=O)c2cc3ccccc3cc2-n2c1nc1cc(Cl)ccc1c2=O (stereo not given)	1.1
Cc1cc(C)n2c(SCC(=O)Nc3ccc(F)cc3)nnc2n1	-1.1
COc1ccc(CCC(=O)OCC(=O)NCc2ccccc2)cc1	1.8
CN(C)CCN1C(=O)c2ccccc2C1=O	1.8
Cc1ccc(C(=O)NC(=S)Nc2ccc(N3CCOCC3)cc2)cc1	-0.5
O=C(OCC(=O)N1CCOCC1)c1ccc(O)cc1	3.2
CCOC(=O)C1CCC(=O)C1 (stereo not given)	1.1
CCOC(=O)C1CCN(c2c(NCc3ccc(C(=O)NCCOC)cc3)c(=O)c2=O)CC1	-1.0
O=C(NNC(=O)c1cc(-c2ccc(Br)cc2)nc2ccccc12)c1csc(N2CCOCC2)n1	-3.8
N#C/C(=C\Nc1ccc2c(c1)OCCO2)C(=O)NCc1ccco1	9.2
